# Screening data (PubChem BioAssay)
# BCR signal inh = chronic active BCR signaling inhibition. AID 493014. 340,000 tested, 0.05% active. Potency, µM (top dose mostly 46.1 µM), inactives show at the top dose ratio change, negative = lower green/red ratio, most hits filed as inhibitors. ABC-DLBCL IkBa-CBG/CBR reporter, luminescence ratio, 4 h; active means well fitted inhibition curve with a large enough effect in the signal ratio, with a control signal flat, not every such curve was filed as active; inconclusive means small, poorly fitted or top-dose-only effect, or effect the other way, or a change in a side signal; the % refers to the signal ratio;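 further: potency means the concentration at half of the fitted maximal effect; plate controls were basal doxycycline-induced cells for no effect and cells given 10 µM MG132 for full effect; MG132 reads +100%, hits lower the ratio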
#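 Cell line TMD8 (human ABC DLBCL), stably expressing tet-inducible CBG68-IkBa fusion and CBR; IMDM/0.5% FBS; cpd up to 46 uM; dox induction, 4 h, 37C/5% CO2; dual luminescence; green/red ratio; MG132 control.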
# Coupling enz = coupling enzyme interference in Giardia aldolase counter-screen; coupling enzyme system counterscreen, AmpLite Red fluorescence; activity change, negative = inhibition, % at 58.2 µM, hits read low; 290,000 tested, 0.67% active; in the data active means activity change below about -30%
#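 First, compound is pin-transferred into glyceraldehyde-3-phosphate coupling-enzyme reagent at 57.5 uM final and held 10 min at RT. Next, substrate, coupling system and AmpLite Red are added. After 20 min RT, fluorescence (525/598 nm) is read.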
# USP2a block = blocks human ubiquitin-specific protease USP2a | USP2 core, Ub-CHOP2 coupled fluorogenic reporter, 485/531 | Potency, µM (titrated, usually from 38.3 µM), without a hit: at the highest dose activity change, negative = inhibition, actives largely listed as inhibitors | 330,000 tested, 0.01% active;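 further: potency means the concentration at half of the fitted maximal effect; plate controls were DMSO wells for no effect and full inhibition by NEM control for full effect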
#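 USP2 core (10nM final) preincubated 30min RT with compound in 20mM Tris-HCl pH 8.0, 2mM CaCl2, 2mM beta-mercaptoethanol, 0.05% CHAPS; 25nM Ub-CHOP2 plus 25nM reporter substrate added, fluorescence (Ex485/Em531) read after 60min.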
# Eya2 inh = inhibitors of human Eya2 phosphatase activity; O00167; recombinant Eya2, OMFP fluorescence dephosphorylation (OMFP is methylfluorescein phosphate); Potency, µM (series often up to 76.9 µM), inactives show top-dose activity, negative = inhibition, most hits filed as inhibitors; 330,000 tested, 0.006% active; further: potency means the concentration at half of the fitted maximal effect
#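 Eya2 protein (added as 0.2 uM solution) was preincubated with compound for 10 min at ambient temperature in 50 mM HEPES pH 7.5, 50 mM NaCl, 5 uM MgCl2, 0.05% BSA, 1 mM DTT. OMFP (added at 50 uM) then reacted 10 min; fluorescence read at 485/525 nm.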
# Giardia kill = kills Giardia lamblia; 340,000 tested, 0.15% active; Giardia lamblia trophozoite viability; activity change, % at 7.66 µM, hits read low; in the data active means activity change below about -80%; inconclusive means between about -30% and that limit;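 further: parasites exposed to compound for two days anaerobically before the ATP read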
#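 Trophozoites 100 cells/well + cpd; 48 hrs, 37 deg C, anaerobic. ATPLite 1-Step added, 15-30 min RT, luminescence read (ATP-based viability).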
# B2AR arrestin = beta2AR (human) beta-arrestin recruitment activity; P07550; beta-arrestin recruitment to beta2AR, cell-based reporter; Potency, µM (doses to about 46.1 µM), inactives show top-dose activation, usual class: activators; 330,000 tested, 0.02% active; AID 492947;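 further: potency means the concentration at half of the fitted maximal effect; 0% = DMSO controls and full agonism = EC100 isoproterenol or metaproterenol; nearly all actives have a fitted effect of over 65% in size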
# Target sequence (P07550 whole entry, looked up): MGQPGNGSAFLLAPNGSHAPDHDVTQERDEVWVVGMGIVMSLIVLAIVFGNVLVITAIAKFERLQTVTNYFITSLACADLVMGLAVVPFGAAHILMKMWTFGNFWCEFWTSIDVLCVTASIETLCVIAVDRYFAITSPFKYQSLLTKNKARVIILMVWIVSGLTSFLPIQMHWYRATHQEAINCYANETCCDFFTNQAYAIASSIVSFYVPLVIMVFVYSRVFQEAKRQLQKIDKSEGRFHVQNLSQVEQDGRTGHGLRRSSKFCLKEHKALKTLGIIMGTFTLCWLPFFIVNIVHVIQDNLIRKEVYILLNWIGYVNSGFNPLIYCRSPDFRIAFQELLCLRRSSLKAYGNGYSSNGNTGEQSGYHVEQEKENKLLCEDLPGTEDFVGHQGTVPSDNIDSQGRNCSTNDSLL
# uPA generation = cell surface uPA generation inhibition | cell surface uPA generation assay, qHTS | Potency, µM (top dose mostly 38.3 µM), inactives show at the top dose activity change, negative = inhibition, most hits filed as inhibitors | 330,000 tested, 0.31% active; active means well fitted inhibition curve with a large enough effect; inconclusive means small, poorly fitted or top-dose-only effect; inactive means no such curve, though single readings can be large or run the other way; tested in mouse RAW 264.7 cells; further: potency means the concentration at half of the fitted maximal effect; nearly all actives have a fitted effect of over 55% in size
# PKM2 activator = increases activity of human pyruvate kinase M2; purified PKM2, Kinase-Glo ATP luminescence, activation; response scale: 0% is enzyme alone, no compound; 260,000 tested, 0.34% active; AID 1631; Potency, µM (doses to about 57.5 µM), for inactives: at the top dose activation, most hits filed as activators; further: potency means the concentration at half of the fitted maximal effect; nearly all actives have a fitted effect of over 55% in size
# Target sequence (P14618 whole entry, looked up): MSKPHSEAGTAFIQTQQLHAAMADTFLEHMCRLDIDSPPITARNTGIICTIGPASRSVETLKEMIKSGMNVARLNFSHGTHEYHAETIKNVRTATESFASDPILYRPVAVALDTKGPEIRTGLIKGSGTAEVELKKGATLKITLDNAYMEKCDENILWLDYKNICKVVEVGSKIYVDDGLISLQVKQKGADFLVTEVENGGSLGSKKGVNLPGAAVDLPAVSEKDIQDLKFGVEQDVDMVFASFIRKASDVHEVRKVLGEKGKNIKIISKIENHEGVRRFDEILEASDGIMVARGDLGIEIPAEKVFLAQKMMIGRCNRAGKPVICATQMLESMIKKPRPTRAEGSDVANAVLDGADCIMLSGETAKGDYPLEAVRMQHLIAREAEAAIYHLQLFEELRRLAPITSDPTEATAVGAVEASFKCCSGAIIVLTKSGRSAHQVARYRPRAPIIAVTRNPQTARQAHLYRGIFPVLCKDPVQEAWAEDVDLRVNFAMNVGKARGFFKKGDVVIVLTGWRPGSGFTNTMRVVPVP
#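 Purified hPK-M2 (>95%) run at intermediate activity with 0.1 mM ADP and 0.5 mM PEP in 50 mM imidazole pH 7.2, KCl, MgCl2; 1 h room temperature. ATP formed read by Kinase-Glo luminescence; normalized to uninhibited and no-enzyme controls.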
# KCNH2 3.1 inh = inhibitors of human KCNH2 3.1 potassium channel isoform; 340,000 tested, 0.95% active; U2OS KCNH2 3.1, thallium flux FluxOr; active compounds read low; activity change, % (tested at about 1.8 µM);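 active means maximum activity change below -70%; inconclusive means maximum activity change from -70% to -50%; inactive means maximum activity change above -50%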;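 further: thallium influx rate constant from kinetic fluorescence after stimulation buffer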
#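 We transduce U2OS cells with the mutant 3.1 virus, culture them overnight, load FluxOr with Red40 quencher for 45 min, then add stimulation buffer and read kinetically for 2 min to derive a normalized rate constant.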
# KCNH2 WT inh = blocks the wildtype human KCNH2 potassium channel; 340,000 tested, 0.37% active; U2OS, BacMam KCNH2, thallium flux FluxOr; active compounds read low; activity change, % at 1.84 µM;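 active means maximum activity change below -70%; inconclusive means maximum activity change between -70% and -50%; inactive means maximum activity change above -50%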
#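 U2OS cells transduced with wild-type KCNH2 virus are loaded with FluxOr dye for 45 min, and thallium flux is measured in kinetic reads before and after stimulation buffer. Rate constants are normalized to DMSO controls.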
# GALK inhibitor = inhibitors of human galactokinase; P51570; 270,000 tested, 0.007% active; AID 1868; Purified GALK, Kinase-Glo residual ATP luminescence; Potency, µM (doses to about 57.5 µM), inactives show at the top dose activity change, negative = inhibition, most hits filed as inhibitors; further: potency means the concentration at half of the fitted maximal effect
#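 Galactose (100 uM) and ATP (35 uM) were turned over by 5 nM GALK for 1 h at RT. Kinase-Glo Plus then converted the remaining ATP into a luminescent signal.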
# * = called active by the depositor; ? = inconclusive; / = not tested or not shown; [ ] = dose if it differs, or a comment. Unless noted, the call rests on the fitted dose curve; in most records, active means well fitted curve in the direction sought with a large enough effect; inconclusive means small, poorly fitted or top-dose-only effect, or another doubt; inactive means no such curve, though single readings can be large; an effect the other way counts as inactive or inconclusive. Unless noted, on the % scale 0 is the no-effect control and ±100 the full control effect.
no.	molecule	BCR signal inh	Coupling enz	USP2a block	Eya2 inh	Giardia kill	B2AR arrestin	uPA generation	PKM2 activator	KCNH2 3.1 inh	KCNH2 WT inh	GALK inhibitor
1	COc1cc2c(cc1OC)CN(CC(=O)Nc1ccc3c(c1)OCO3)CC2	-7%	/	3%	2%	13	-0.3%	8%	-1%	-3	3	-4%
2	O=C(NC1CCCCC1)c1ccc(-c2ccccc2[N+](=O)[O-])o1	?	/	-1%	-3%	-20	-0.5%	-7%	-26%	-25	3	2%
3	Nc1c(C(=O)c2ccccc2O)cnn1-c1ccc(S(=O)(=O)N2CCOCC2)cc1[N+](=O)[O-]	-3%	3	-3%	2%	/	0.1%	/	15%	/	/	1%
4	O=C(O)c1ccc2nc3c(nc2c1)-c1ccccc1C3=O	20%	-6	0%	0%	-14	0.2%	8%	-38%	4	-8	3%
5	CN(C(=O)CN1C(=O)c2cc(Cl)c(Cl)cc2C1=O)C1CCS(=O)(=O)C1 (configuration not stated)	-9%	/	2%	30%	-16	-0.3%	6%	/	14	10	/
6	O=C(Nc1cccnc1)c1cc(Cl)ccc1Cl	-1%	0	1%	1%	-8	1.0%	4%	1%[11.5 µM]	-4	8	-9%
7	COc1ccc(NC(=O)C2CCCN(S(=O)(=O)c3c(C)n[nH]c3C)C2)cc1 (configuration not stated)	-1%	7	1%	4%	20	-0.4%	1%	3%	-1	3	0%
8	CN1CCC(NC(=S)Nc2cccc([N+](=O)[O-])c2)CC1	-3%	0	0%	-6%	-8	-0.1%	10%	-32%	-3	5	0%
9	CCOC(=O)c1c(NC(=O)C(C)N2CCN(S(=O)(=O)c3cccs3)CC2)sc2c1CCC(C)C2 (configuration not stated)	0%	1	2%	4%	-10	-3.3%	2%	-1%	3	-29	1%
10	C=C1N(c2ccc(Cl)cc2)C(=O)OC1(C)C	-4%	5	1%	7%	-2	-0.2%	3%	-5%	-1	-1	5%
11	CC(Sc1nc(N)cc(=O)[nH]1)C(=O)NC1CCCCC1 (configuration not stated)	15%	1	-6%	24%	-1	-1.9%	0%	-9%	4	-1	0%
12	COc1cccc(OCC(=O)NNC(=O)c2ccc3ccccc3c2O)c1	?	5	-2%	15%	-21	-0.1%	-7%	0%	-15	-9	-2%
13	CCc1cccc2c(C(=O)COC(=O)/C=C/c3ccccc3OC)c[nH]c12	-7%	-5	-2%	-8%	-7	-0.1%	-13%	-12%	-5	-5	2%
14	C#CC[N+](C)(C)CCCCCCCCCCCC	10%	3	0%	9%	8	-0.3%	-14%	0%	-1	1	3%
15	COc1ccc(Cc2nc(C(=O)Nc3ccc(OC)cc3)cs2)cc1	2%	-2	1%	-11%	-7	0.4%	-4%	3%	18	-2	2%
16	Cc1nnc(SCC(=O)N2CCOCC2)n1C	6%	0	-1%	14%	9	-0.1%	5%	1%	-5	13	0%
17	CCC(CC)NC(=O)c1cccc(Oc2ccccc2)c1	1%	-1	2%	-23%	-3	-0.1%	/	-1%	-2	0	6%
18	COc1ccc(CCNC(=O)CC(C)S(=O)(=O)c2ccc3c(c2)NC(=O)CO3)cc1OC (configuration not stated)	0%	0	-1%	4%	8	-0.9%	-14%	4%[0.46 µM]	0	1	-2%
19	N/C(=N\OC(=O)CCN1C(=O)c2ccccc2C1=O)c1ccccn1	-3%	0	0%	-3%	0	0.3%	7%	-4%	10	-5	2%
20	Cc1cc(Br)ccc1NC(=O)CCN1C(=O)c2ccncc2C1=O	3%	0	-1%	3%	0	0.0%	1%	21%	22	-4	0%
21	Nc1ccc(N2CCN(c3ccccc3)CC2)c(F)c1	?	-1	2%	5%	-23	0.0%	/	-1%	-6	-9	1%
22	CCN(CC(=O)NCc1ccc(Cl)cc1)C(=O)/C=C/c1ccc(Cl)c([N+](=O)[O-])c1	-1%	/	-2%	-7%	-1	0.2%	-29%	2%	-31	11	-3%
23	CC(=O)Nc1ccc(NC(=O)C2CC(=O)N(Cc3ccccc3)C2)cc1 (configuration not stated)	-8%	6	-5%	6%	8	-0.6%	2%	-5%	22	-4	0%
24	CCOC(=O)C1=C(c2ccccc2)NC(=S)NC1c1cccc([N+](=O)[O-])c1 (configuration not stated)	-1%	-2	2%	-14%	3	-0.2%	10%	-13%	8	2	0%
25	CCOc1c(Br)cc(C(=O)OCC(=O)N2CCc3ccccc3C2)cc1OC	0%	/	4%	2%	-2	-0.2%	-8%	/	-26	4	/

# Molecules listed so far that contain an NH in an aromatic ring, in the order listed:
no.	molecule	BCR signal inh	Coupling enz	USP2a block	Eya2 inh	Giardia kill	B2AR arrestin	uPA generation	PKM2 activator	KCNH2 3.1 inh	KCNH2 WT inh	GALK inhibitor
7	COc1ccc(NC(=O)C2CCCN(S(=O)(=O)c3c(C)n[nH]c3C)C2)cc1 (configuration not stated)	-1%	7	1%	4%	20	-0.4%	1%	3%	-1	3	0%
11	CC(Sc1nc(N)cc(=O)[nH]1)C(=O)NC1CCCCC1 (configuration not stated)	15%	1	-6%	24%	-1	-1.9%	0%	-9%	4	-1	0%
13	CCc1cccc2c(C(=O)COC(=O)/C=C/c3ccccc3OC)c[nH]c12	-7%	-5	-2%	-8%	-7	-0.1%	-13%	-12%	-5	-5	2%

# The main list resumes, starting 3 compounds before the break.
no.	molecule	BCR signal inh	Coupling enz	USP2a block	Eya2 inh	Giardia kill	B2AR arrestin	uPA generation	PKM2 activator	KCNH2 3.1 inh	KCNH2 WT inh	GALK inhibitor
23	CC(=O)Nc1ccc(NC(=O)C2CC(=O)N(Cc3ccccc3)C2)cc1 (configuration not stated)	-8%	6	-5%	6%	8	-0.6%	2%	-5%	22	-4	0%
24	CCOC(=O)C1=C(c2ccccc2)NC(=S)NC1c1cccc([N+](=O)[O-])c1 (configuration not stated)	-1%	-2	2%	-14%	3	-0.2%	10%	-13%	8	2	0%
25	CCOc1c(Br)cc(C(=O)OCC(=O)N2CCc3ccccc3C2)cc1OC	0%	/	4%	2%	-2	-0.2%	-8%	/	-26	4	/
26	COc1ccc(CNC(=O)COC(=O)CCS(=O)(=O)c2ccc(C)cc2)cc1OC	0%	/	2%	-6%	2	-0.3%	9%	/	-8	0	/
27	CC(C)C(C(=O)O)N1C(=O)/C(=C/c2cccn2C)SC1=S (configuration not stated)	7%	8	12%	-3%	-20	-0.8%	-9%	-2%	0	2	-4%
28	Cc1ccc(NS(=O)(=O)c2cc(NC(=O)c3ccc4c(c3)NC(=O)CS4)ccc2C)c(C)c1	?	1	2%	-2%	-29	0.3%	-3%	1%	-16	8	10%
29	COc1ccccc1N1CCN(C(=O)C(=O)c2c(C)[nH]c3ccccc23)CC1	2%	/	4%	3%	8	0.0%	12%	/	4	0	-2%
30	Cc1cccc(NC(=O)CSc2nc3ccccc3nc2N2CCCC2)c1	?	0	-1%	14%	-16	0.1%	-10%	3%	-5	-7	/
31	O=C(CCNC(=O)c1ccco1)Nc1ccccc1OC(F)F	1%	-2	1%	6%	-18	0.3%	5%	/	9	-14	-1%
32	COCCNC(=O)CN1CCN(Cc2cccc(Cl)c2)C1=O	1%	1	-1%	2%	-13	-0.4%	17%	-3%	10	-5	0%
33	COc1cccc(NC(C)=[N+](C)CCNS(=O)(=O)c2ccc(Cl)cc2)c1	?	/	-2%	-3%	9	6.0%	0%	-3%	12	4	-7%
34	C/C(=N\NC(=O)c1ccoc1C)c1ccc(Cl)s1	-4%	1	0%	-1%	-19	-0.7%	-9%	-4%	7	-2	-2%
35	CCOC(=O)C(=O)c1cn(C2OCC(OC(C)=O)C(OC(C)=O)C2OC(C)=O)c2ccccc12 (configuration not stated)	6%	4	3%	3%	24	-0.8%	7%	4%	10	-6	/
36	CCc1ccc(OCC(=O)NCc2ccco2)c(Br)c1	?	0	-1%	1%	-25	4.1%	-12%	4%	-22	5	-4%
37	O=C(NC1CCCCCC1)c1ccc(Cl)c(S(=O)(=O)N2CCOCC2)c1	-17%	1	-1%	-14%	-4	-0.8%	-8%	/	-16	0	5%
38	CCCn1c(C(O)c2ccc(C)cc2)nc2ccccc21 (configuration not stated)	3%	-1	-1%	11%	-8	0.2%	11%	1%	9	-10	-3%
39	CCCCNC(=O)c1onc(CSc2ccccc2C)c1C(=O)O	?	7	-1%	-1%	-13	-0.2%	-4%	-1%	3	5	0%
40	Cc1cc(Cl)c2oc(C(=O)N(C)CC3CCOCC3)c(C)c2c1	-4%	4	2%	-2%	9	-0.7%	-3%	3%	6	-20	8%
41	COc1cccc(NC(=O)NCCC2=CCCCC2)c1	0%	-1	3%	5%	5	-0.3%	-9%	-32%	1	10	-1%
